Screens (PubChem BioAssay)
STAT1 activator: STAT1 signaling activators, primary screen, cell-based, HTS, luciferase reporter; NIH 3T3 STAT1-luciferase reporter, IFN-gamma, luminescence; 100% = IFN-gamma alone, no compound; activation (% of control), % at 5.5 µM; 200,000 compounds, 2.6% hits; AID 932, 2007;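 active = activation above the screen-wide mean activation plus 3 SD, cut at about 130% in these data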;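 also: raw ratio to IFN-gamma control signal so 100% means no change and 0% no light; values of inactives mirror those of a sister screen read the other way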
STAT1 blocker: STAT1 signaling inhibitors, primary screen, cell-based, HTS, luciferase reporter; NIH 3T3 STAT1-luciferase reporter, IFN-gamma, luminescence; inhibition, % at 5.5 µM; 200,000 compounds, 0.35% hits; AID 920, 2007;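 active = inhibition above a set limit, the mean inhibition across all tested compounds plus 3 SD, cut at about 34% in these data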;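 also: 0% = IFN-gamma with DMSO and 100% = IFN-gamma with 300 µM nifuroxazide; values of inactives mirror those of a sister screen read the other way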
NF-kB neuron act: activators of NF-kB expression in neurons, primary screen, cell-based, HTS; human neuronal cells, NF-kB reporter expression; stronger effect = higher value; fold change at 12.5 µM; 190,000 compounds, 1.6% hits; in the data active = fold change above about 3.3
FLuc inh counter: firefly luciferase enzyme inhibitors, primary screen, artefact control for luciferase-based inhibitor screens, biochemical, luminescence, ATPLite. Luciferin 4-monooxygenase (Photinus pyralis), P08659. 10 min. inhibition, % at 10 µM. 200,000 compounds, 1.5% hits;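 active = inhibition above about 50% when tested at 10 µM, limit read from the data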
Target sequence (P08659 whole entry, looked up): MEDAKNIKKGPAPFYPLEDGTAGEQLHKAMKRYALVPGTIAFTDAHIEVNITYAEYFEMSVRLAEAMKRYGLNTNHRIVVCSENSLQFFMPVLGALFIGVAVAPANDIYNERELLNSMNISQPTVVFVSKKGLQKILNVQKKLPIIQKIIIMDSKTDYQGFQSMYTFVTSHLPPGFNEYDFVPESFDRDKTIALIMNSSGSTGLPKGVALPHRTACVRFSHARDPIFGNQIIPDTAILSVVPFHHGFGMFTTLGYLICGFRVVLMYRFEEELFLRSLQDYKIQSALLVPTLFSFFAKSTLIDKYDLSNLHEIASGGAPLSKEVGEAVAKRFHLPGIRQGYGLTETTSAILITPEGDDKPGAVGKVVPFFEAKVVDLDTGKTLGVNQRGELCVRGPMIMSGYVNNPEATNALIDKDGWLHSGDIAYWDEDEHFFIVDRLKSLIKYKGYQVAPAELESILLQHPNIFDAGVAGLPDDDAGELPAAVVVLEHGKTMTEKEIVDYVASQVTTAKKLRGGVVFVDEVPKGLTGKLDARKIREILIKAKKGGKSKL
RAM inhibit: inhibitors of the yeast RAM network, primary screen, dse1pr::URA3 reporter, 5-FOA selection; 190,000 compounds, 1.8% hits; S. cerevisiae dse1pr::URA3 reporter, 5-FOA growth OD615, 2 d; analog-sensitive cbk1-as2 kinase mutant strain; inhibition, % at 50 µM; AID 868, 2007;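 active = inhibition above a set limit, 3 SD over mean compound inhibition, cut at about 8.4% in these data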;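 also: 0% = DMSO-only wells with no growth and 100% = 10 µM 1-NA-PP1 full growth; inhibition rescues growth on 5-FOA so higher OD means more RAM inhibition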
APP 5UTR inh: inhibitors of APP translation via 5'UTR reporter, primary screen, APP 5'UTR luciferase, SH-SY5Y cells. AID 1285, 2008. inhibition, % at 2 µM. 190,000 compounds, 0.82% hits. SH-SY5Y APP 5'UTR-luciferase reporter, luminescence;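 active = inhibition above a set limit, derived from the sample mean plus 3 SD, cut at about 45% in these data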; also: values of inactives mirror those of a sister screen read the other way
STAT3 act: IL-6 driven STAT3 reporter potentiators, primary screen, U3A cells, luciferase, luminescence, MLSCN library; IL-6 STAT3-luciferase reporter; 100% = signal with IL-6 EC80 alone; activation (% of control), % at 5.6 µM; 190,000 compounds, 0.91% hits;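 active = activation above the screen-wide mean of compound activation plus 3 SD, cut at about 130% in these data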;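 also: 0% = background luminescence of wells with medium and substrate only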
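Test system: human U3A cells carrying STAT3-luciferase construct; control set: IL-6-only wells as 100% reference; timing: compound pre-incubation 1 h before IL-6, then 6 h stimulation at 37 °C; also added: IL-6 stimulus at 33 ng/mL final; evaluation: % activation versus median of IL-6-stimulated wells; detection: reporter luminescence signal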
Hsp70 activator: Hsp70 transcriptional activators, primary screen, cell-based, HeLa, Hsp70 promoter luciferase, luminescence, 10 µM; HeLa Hsp70 promoter luciferase reporter; scaled: vehicle 0, proteasome-inhibitor control 100%; activation, % at 10 µM; 200,000 compounds, 0.04% hits; AID 1203, 2008;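 active = activation above the mean across all tested compounds plus 3 SD, cutoff set per campaign, cut at about 5.5% in these data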;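 also: 100% = MG132 at 30 µM as the positive control and 0% = DMSO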
APP 5'UTR act: activators of APP 5'UTR luciferase reporter, primary screen, SH-SY5Y cells; AID 1276, 2008; 190,000 compounds, 1% hits; SH-SY5Y APP 5'UTR luciferase reporter, luminescence; zero percent = DMSO vehicle wells; activation, % at 2 µM;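 active = activation above a set limit, based on mean plus 3 SD of controls, cut at about 140% in these data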; also: values of inactives mirror those of a sister screen read the other way
STAT3 inh: IL-6 driven STAT3 reporter inhibitors, primary screen, U3A cells, luciferase, luminescence, MLSCN library | IL-6 STAT3-luciferase reporter; host cell line lacks STAT1 | inhibition, % at 5.5 µM | 190,000 compounds, 0.89% hits | AID 862, 2007;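 active = inhibition above the mean inhibition across all screened compounds plus 3 SD, cut at about 44% in these data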;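 also: 0% = DMSO only wells and 100% = 100 µM nifuroxazide control wells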
Numbers without * were called inactive; . = no result given. Not a hit list; overall some 7.7% were active at least once.

entry | compound | STAT1 blocker | STAT3 act | FLuc inh counter | Hsp70 activator | STAT1 activator | STAT3 inh | APP 5UTR inh | RAM inhibit | APP 5'UTR act | NF-kB neuron act
1 | COc1ccc(-c2ccc(=O)n(CC(=O)NCc3ccco3)n2)cc1 | 3 | 103 | -8 | 0.0 | 98 | -2 | 10 | 2.4 | -10 | 1.1
2 | N#Cc1ccc(CSc2nnc(NC(=O)c3ccc4ncsc4c3)s2)cc1 | -14 | 95 | -3 | 0.0 | 111 | 10 | -12 | 1.0 | 12 | .
3 | O=C(COC(=O)Cc1ccccc1[N+](=O)[O-])NC1CCCC1 | 1 | 107 | -5 | -0.1 | 98 | -1 | -28 | 1.0 | 28 | 1.3
4 | Cc1cc(C)c2c(CC(=O)NC(C)C)coc2c1 | 2 | 95 | -2 | -0.2 | 99 | 11 | 10 | 0.4 | -10 | 1.3
5 | COc1ccc(NC(=S)N2CCN(C(=O)c3ccccc3)CC2)cc1 | -2 | 97 | 0 | 1.0 | 100 | 9 | 12 | 0.6 | -12 | 0.99
6 | CN(C)/C=N/NC(=O)c1ccccc1 | -6 | 95 | -1 | -0.4 | 103 | 8 | 0 | 0.1 | 0 | 1.1
7 | COc1ccc(-c2cnnn2-c2ccc(NC(=O)c3ccco3)cc2)cc1OC | 4 | 105 | -7 | -0.4 | 96 | -2 | -15 | -0.4 | 15 | 0.8
8 | CSc1ccc(S(=O)(=O)N(CC(=O)NN=C2CCN(C)CC2)c2ccc(C)cc2)cc1 | -1 | 100 | 1 | -0.2 | 100 | 2 | 15 | -0.8 | -15 | 1.1
9 | Cc1noc(C)c1COc1ccc(C(=O)OCC(=O)OC(C)(C)C)cc1 | 9 | 92 | 2 | 0.1 | 90 | 15 | -5 | 0.8 | 5 | 0.92
10 | Cc1cc(C)nc(Nc2ccc(C)c([N+](=O)[O-])c2)n1 | -18 | 93 | -6 | 0.1 | 115 | 12 | -34 | 0.8 | 34 | 2
11 | O=C(CCCn1cnc([N+](=O)[O-])n1)Nc1cccc(Cl)c1Cl | -5 | 110 | -3 | -0.3 | 104 | -12 | -10 | 1.0 | 10 | 0.95
12 | O=C(Nc1ccc(Oc2cccnc2)cc1)c1ccc([N+](=O)[O-])cc1 | 12 | 45 | 4 | 0.1 | 89 | 69* | -6 | 2.3 | 6 | 1.1
13 | O=C(/C=C/c1ccccc1)NCC(=O)N/N=C\c1cccnc1 | 9 | 89 | -5 | -0.4 | 92 | 13 | -8 | 0.0 | 8 | 1.2
14 | CCNC(=S)N1CCN(C(c2ccccc2)c2ccccc2)CC1 | -2 | 96 | -8 | -0.1 | 102 | 11 | . | 2.2 | . | 0.99
15 | Cn1c(NC(=O)C2CCCO2)cc(=O)n(C)c1=O (configuration not stated) | 6 | 97 | -6 | -0.1 | 95 | 10 | -3 | 0.8 | 3 | 0.91
16 | CC(=O)N1CCN(c2ccc(NC(=O)C(C)Oc3ccc(Cl)cc3Cl)cc2)CC1 (configuration not stated) | -1 | 102 | -4 | -0.1 | 106 | -3 | -11 | 0.0 | 11 | 0.78
17 | CCOc1ccccc1-c1nc(SCC(=O)O)n[nH]1 | -6 | 102 | -2 | 0.3 | 105 | 0 | -14 | -1.1 | 14 | 1.7
18 | CCO[C@@H]1OC(C(=O)N2CCOCC2)=C[C@H](C2CC2)[C@H]1CCCO | -2 | . | 1 | -0.3 | 103 | . | -7 | -0.6 | 7 | 1
19 | COc1ccccc1C1/C(=C(/O)c2ccc(OC(C)C)cc2)C(=O)C(=O)N1c1cc(C)on1 (configuration not stated) | 20 | 90 | -1 | -0.2 | 82 | 18 | 5 | 4.0 | -5 | 1.2
20 | CCOC(=O)c1sc(N)nc1C(C)C | 7 | 109 | -5 | -0.1 | 94 | -4 | -4 | 0.1 | 4 | 0.99

Next compounds follow.
entry | compound | STAT1 blocker | STAT3 act | FLuc inh counter | Hsp70 activator | STAT1 activator | STAT3 inh | APP 5UTR inh | RAM inhibit | APP 5'UTR act | NF-kB neuron act
21 | CSc1cccc(NC(=O)CSc2ccc(Cl)cc2)c1 | 1 | 108 | -5 | -0.2 | 99 | -3 | 1 | -0.9 | -1 | 1.1
22 | C=CCN(CC=C)Cc1c(C)[nH]c2c(C)c(C)ccc2c1=O | -2 | 97 | 0 | 0.3 | 101 | 8 | -32 | 0.5 | 32 | 1.1
23 | COC(=O)c1ccccc1NC(=O)c1ccc2c(c1)C(=O)N(Cc1ccco1)C2=O | 2 | 98 | . | -0.1 | 95 | 5 | -49 | . | 49 | .
24 | O=C(N/N=C1\CC2CC=CC12)c1ccc(COc2ccccc2)cc1 (configuration not stated) | -6 | 99 | 1 | -0.1 | 108 | -2 | 9 | -0.4 | -9 | 0.98
25 | Cc1cccc(/C=c2\s/c(=C\C(=O)C(C)(C)C)[nH]c2=O)c1 | -6 | 98 | 2 | -0.4 | 105 | 7 | -5 | 5.0 | 5 | 1.3
26 | CCCc1cc(C(=O)Cc2ccc(C(=O)OCC)o2)c(O)cc1O | 4 | 92 | -3 | 0.7 | 96 | 15 | -4 | 4.1 | 4 | 0.99
27 | O=C(CCNS(=O)(=O)c1cccs1)NCc1ccccc1 | 1 | 106 | -4 | 0.1 | 99 | 0 | 15 | 0.7 | -15 | 1.2
28 | O=C(O)CC(C(=O)OCCOc1ccccc1)N1CCOCC1 (configuration not stated) | -4 | 103 | -5 | -0.2 | 104 | -3 | 10 | 1.8 | -10 | 1.1
29 | Cc1nc2sc3c(c2c(=O)n1NC(=O)CCl)CCCC3 | -3 | 99 | -5 | 0.2 | 101 | 4 | 14 | -1.2 | -15 | 1.3
30 | CCOC(=O)c1c(NC(=O)CNCC(O)CO)sc(C)c1C (configuration not stated) | -4 | 92 | -4 | -0.2 | 104 | 13 | -2 | -0.3 | 2 | 0.89
31 | O=C(CSc1nccc(=O)[nH]1)N1c2ccccc2CCc2ccccc21 | -1 | 102 | -4 | 0.1 | 101 | -2 | -3 | 4.6 | 3 | 1.4
32 | Cc1nnc(SCCn2c(N3CCN(C)CC3)nc3c2c(=O)n(C)c(=O)n3C)s1 | 2 | 107 | -9 | 0.3 | 98 | -8 | -6 | 0.6 | 6 | 1.1
33 | O=C(CCSc1ccccc1)N1CCN(c2ccccc2)CC1 | -33 | 111 | -2 | 0.5 | 131* | -10 | -58 | -0.4 | 58 | 2.5
34 | CC1CC(=O)Nc2ccccc2N1S(=O)(=O)c1ccccc1 (configuration not stated) | 3 | 96 | -6 | -0.3 | 97 | 8 | -11 | 1.4 | 11 | 1.1
35 | O=C(c1cccc(F)c1)N1CCN(S(=O)(=O)c2ccccc2)CC1 | 3 | 102 | -1 | -0.2 | 97 | 1 | 7 | 0.1 | -7 | 1.2
36 | COC(=O)c1cc(NC(=O)c2ccccc2)c(=O)oc1C/C=N\OCc1ccc(Cl)cc1Cl | -6 | 94 | 2 | -0.3 | 106 | 13 | -2 | 2.1 | 3 | 1.1
37 | O=c1c2ccccc2cnn1Cc1n[nH]c(=S)n1-c1ccc(Cl)cc1Cl | 1 | 88 | -5 | -0.3 | 99 | 18 | 7 | -0.7 | -7 | 1.2
38 | O=C1NC(=S)N/C1=C/c1ccc(-c2c(Br)cc([N+](=O)[O-])cc2Br)o1 | -3 | 108 | -7 | -0.5 | 103 | -1 | 13 | 4.0 | -13 | 1.3
39 | CC(C)=NNc1cc([N+](=O)[O-])cc2c1C(=O)N(C)S2=O (configuration not stated) | 4 | 106 | 2 | -0.3 | 96 | -1 | -32 | 2.7 | 32 | 1
40 | Cc1ccc(SCCNC(=O)c2cccc([N+](=O)[O-])c2C)cc1 | 2 | 97 | -2 | -0.2 | 98 | 11 | -10 | -0.9 | 10 | 1

Next compounds follow:
entry | compound | STAT1 blocker | STAT3 act | FLuc inh counter | Hsp70 activator | STAT1 activator | STAT3 inh | APP 5UTR inh | RAM inhibit | APP 5'UTR act | NF-kB neuron act
41 | CC(=O)NC(=S)NNC(=O)CCc1ccccc1 | -2 | 99 | -2 | -0.3 | 100 | 6 | -9 | 0.9 | 9 | 0.89
42 | O=C(O)COc1ccc(/C=C/c2ccc3cccc([N+](=O)[O-])c3n2)cc1 | 11 | 104 | 50 | 0.1 | 90 | -4 | -10 | 5.1 | 10 | 0.89
43 | c1ccc(CCC2=NCCn3cccc32)cc1 | 4 | 87 | -6 | -0.2 | 96 | 19 | -7 | 0.5 | 7 | 1.2
44 | CCNC(=S)N1CCN(S(=O)(=O)c2ccccc2C(F)(F)F)CC1 | 16 | 95 | -4 | -0.3 | 86 | 6 | 17 | -0.4 | -17 | 0.8
45 | CCOC(=O)C1CCN(c2ccc(Cl)nn2)CC1 | 0 | 92 | -4 | -0.4 | 97 | 14 | -10 | 0.4 | 10 | 1.4
46 | O=C(Nc1cc(S(=O)(=O)N2CCCC2)ccc1Cl)C1=COCCO1 | 4 | 103 | -6 | -0.3 | 96 | 4 | 0 | 1.4 | 0 | 1.3
47 | CC(=O)n1cc([C@@H]2C=C(C(=O)Nc3ccccc3)O[C@H](OCc3ccc(CO)cc3)C2)c2ccccc21 | 10 | . | -3 | -0.1 | 92 | . | -2 | 7.9 | 2 | 0.61
48 | COc1ccc(O)c(/C=N/Nc2nc(Nc3ccccc3)nc(-n3nc(C)cc3C)n2)c1 | 2 | 88 | 6 | -0.4 | 98 | 14 | 20 | 0.6 | -20 | 0.74
49 | Cc1ccc(C(=O)Nc2ccccc2C(=O)NCc2ccccc2)cc1 | 8 | 96 | 0 | 0.2 | 93 | 5 | -5 | 8.6* | 5 | 1.2
50 | COCC(=O)Nc1c(C(=O)Nc2ccccc2OC)oc2ccccc12 | -12 | 96 | -6 | 0.4 | 111 | 10 | -9 | 3.9 | 9 | 1
51 | CC(=O)Nc1cccc(C(=O)/C=C/c2ccc(C)cc2)c1 | 7 | 95 | 34 | 0.3 | 93 | 11 | -18 | 1.5 | 18 | 2.1
52 | COc1ccc(NC(=O)[C@H](COCc2ccccc2)NC(=O)OC(C)(C)C)cc1 | -1 | 96 | -5 | 0.9 | 101 | 12 | -10 | 4.2 | 10 | 0.87
53 | O=C(Cn1cnc([N+](=O)[O-])c1)Nc1cc(Oc2ccc(Cl)cc2Cl)cc([N+](=O)[O-])c1 | 0 | 95 | -4 | 0.3 | 96 | 10 | -2 | 3.5 | 2 | 0.76
54 | O=C(CSc1nnc(-c2ccncc2)n1CC1CCCO1)Nc1ccccc1Cl (configuration not stated) | -4 | 102 | -9 | -0.2 | 102 | 0 | 12 | -0.5 | -12 | 1.1
55 | O=C(CSc1nnnn1-c1ccccc1)CSc1nnnn1-c1ccccc1 | 5 | 97 | -6 | 0.1 | 96 | 9 | -3 | 8.1 | 3 | 1.1
